POLK inh: DNA polymerase kappa (human) inhibition. Q9UBT6. purified Pol kappa, fluorescent DNA synthesis assay, 10 min. Potency, µM (doses to about 107 µM), for the others: at the top dose activity, negative = inhibition, actives largely listed as inhibitors. hit rate 0.53% among 400,000. AID 588579; further: potency means the concentration at half of the fitted maximal effect; on the % scale 0 is the no-effect control and ±100 the full control effect
Target sequence (Q9UBT6 whole entry, looked up): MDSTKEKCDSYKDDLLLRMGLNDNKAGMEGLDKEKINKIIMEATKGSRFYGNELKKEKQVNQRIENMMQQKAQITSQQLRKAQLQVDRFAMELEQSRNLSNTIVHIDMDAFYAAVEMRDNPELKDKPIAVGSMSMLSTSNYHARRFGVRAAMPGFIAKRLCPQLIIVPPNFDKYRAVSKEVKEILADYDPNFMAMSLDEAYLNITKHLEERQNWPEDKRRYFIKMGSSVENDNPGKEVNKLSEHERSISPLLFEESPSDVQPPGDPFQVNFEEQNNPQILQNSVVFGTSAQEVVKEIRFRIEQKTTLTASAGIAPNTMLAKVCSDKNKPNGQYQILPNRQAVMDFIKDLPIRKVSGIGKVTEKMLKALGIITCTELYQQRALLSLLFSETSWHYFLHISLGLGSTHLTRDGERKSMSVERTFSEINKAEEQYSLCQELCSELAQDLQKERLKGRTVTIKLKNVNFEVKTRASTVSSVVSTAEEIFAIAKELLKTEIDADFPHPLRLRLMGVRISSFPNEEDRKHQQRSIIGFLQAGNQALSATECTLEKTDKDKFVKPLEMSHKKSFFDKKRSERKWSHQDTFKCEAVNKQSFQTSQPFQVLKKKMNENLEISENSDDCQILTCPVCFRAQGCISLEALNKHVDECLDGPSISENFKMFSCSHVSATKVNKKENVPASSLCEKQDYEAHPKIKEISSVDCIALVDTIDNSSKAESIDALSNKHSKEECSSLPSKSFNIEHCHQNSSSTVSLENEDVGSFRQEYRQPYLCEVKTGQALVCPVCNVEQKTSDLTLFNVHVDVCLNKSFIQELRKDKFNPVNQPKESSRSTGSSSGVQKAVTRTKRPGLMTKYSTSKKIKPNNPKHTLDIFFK
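Pol kappa 10 nM + cpd, 15 min RT; start w/ substrate 50 nM final; fluorescence kinetic read, 0 and 10 min. Neg ctrl: buffer, no enzyme.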
APEX1 inh: blocks human APE1 abasic DNA cleavage; hit rate 0.35% among 350,000; P27695; Potency, µM (top dose mostly 65.8 µM), without a hit: at the highest dose activity change, negative = inhibition, usual class: inhibitors; recombinant APE1, TAMRA/BHQ-2 abasic DNA cleavage fluorescence;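 further: potency means the concentration at half of the fitted maximal effect; plate controls were vehicle for no effect and reference inhibitor for full effect; nearly all actives have a fitted effect of over 55% in size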
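Endonuclease cleavage of a quenched abasic-site DNA duplex (50 nM) by APE1 (0.75 nM) was tracked by TAMRA dequenching. Compounds were preincubated with enzyme 15 min at room temperature; data normalized to buffer-only and DMSO wells plus NSC13755 control.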
Pol eta inh: DNA polymerase eta (human) inhibition; Q9Y253; recombinant Pol eta, fluorescent DNA replication assay; Potency, µM (titrated, usually from 114 µM), for the others: at the highest dose activity change, negative = inhibition, actives largely listed as inhibitors; hit rate 1.2% among 390,000; further: potency means the concentration at half of the fitted maximal effect; on the % scale 0 is the no-effect control and ±100 the full control effect
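Pol eta at 10 nM preincubated with compounds 15 min at room temperature; reaction started with fluorescent substrate (50 nM final) and read kinetically at 0 and 10 min.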
BLM helicase inh: Bloom syndrome helicase (human) inhibition; recombinant BLM DNA unwinding, fluorescence dequenching; Potency, µM (doses to about 56.1 µM), without a hit: at the top dose activity change, negative = inhibition, usual class: inhibitors; hit rate 0.2% among 350,000; AID 2528;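 further: potency means the concentration at half of the fitted maximal effect; plate controls were vehicle for no effect and no enzyme for full effect; nearly all actives have a fitted effect of over 35% in size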
PGK inhibitor: blocks T. brucei phosphoglycerate kinase. PGK/GAPDH coupled, Kinase-Glo luminescence, 60 min. Potency, µM (titrated, usually from 57.5 µM), inactives show top-dose activity change, negative = inhibition, actives largely listed as inhibitors. hit rate 0.043% among 380,000. AID 602233; further: potency means the concentration at half of the fitted maximal effect; on the % scale 0 is the no-effect control and ±100 the full control effect; nearly all actives have a fitted effect of over 60% in size
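Luminescent ATP detection (Kinase-Glo Plus) follows a 60-minute room-temperature incubation, with wells lacking PGK as controls. Buffer: 100 mM TEA (pH 7.6), 5 mM MgCl2, 0.01% Tween-20. Coupling enzyme GAPDH (100 nM final) supplies unstable 1,3-BPG in-well.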
POLB inh: blocks human DNA polymerase beta activity | P06746 | Pol beta primer extension/strand displacement, fluorescence kinetic | Potency, µM (titrated, usually from 114 µM), without a hit: at the highest dose activity change, negative = inhibition, most hits filed as inhibitors | hit rate 1.3% among 340,000; further: potency means the concentration at half of the fitted maximal effect; on the % scale 0 is the no-effect control and ±100 the full control effect
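Pol beta (10 nM) was preincubated with compound for 15 min at room temperature. The reaction was then started with 50 nM substrate and read immediately and after a further 10 min at room temperature.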
RXFP1 antagonist: blocks the human relaxin receptor RXFP1; Q9HBX9; HEK293-RXFP1, relaxin-stimulated cAMP HTRF, 30 min; hits give low values; activity change, negative = inhibition, % at 57.5 µM; hit rate 0.59% among 350,000;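 active means activity change of -60% or lower, but not beyond a set lower limit; inconclusive means change between -60% and -40%, or beyond the set limit; inactive means change above -40%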; further: on the % scale 0 is the no-effect control and ±100 the full control effect
Anesthetic bind: candidate novel general anesthetic via apoferritin binding; hit rate 0.074% among 350,000; P02791; apoferritin/1-aminoanthracene competitive binding, fluorescence; Potency, µM (top dose mostly 77.5 µM), for the others: top-dose activity change, negative = displacement, actives largely listed as inhibitors; further: potency means the concentration at half of the fitted maximal effect; on the % scale 0 is the no-effect control and ±100 the full control effect; nearly all actives have a fitted effect of over 20% in size
Target sequence (P02791 2-175 limits assumed): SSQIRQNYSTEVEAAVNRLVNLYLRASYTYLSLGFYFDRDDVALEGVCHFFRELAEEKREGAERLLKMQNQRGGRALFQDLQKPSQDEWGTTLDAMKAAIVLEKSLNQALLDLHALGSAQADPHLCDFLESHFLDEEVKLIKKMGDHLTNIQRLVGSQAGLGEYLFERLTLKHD
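10 uM apoferritin + 50% sat. 1-AMA, PBS; cpd 10 min RT; Ex380/Em535 endpoint; normalized to free probe vs complex; 4-param Hill fit; propofol titration as pos. ctrl.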
POLI inh: blocks human DNA polymerase iota activity | Q9UNA4 | Pol iota fluorescent replication assay, 10 min | Potency, µM (series often up to 115 µM), without a hit: at the top dose activity, negative = inhibition, usual class: inhibitors | hit rate 1% among 390,000 | AID 588590; further: potency means the concentration at half of the fitted maximal effect
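Fluorescent replication assay read twice, at 0 min and 10 min after adding 50 nM (final) substrate. Enzyme (10 nM) and compounds were first incubated 15 min at room temperature; enzyme-free buffer wells were negative controls.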
Numbers without * were called inactive; i = inactive; ? = inconclusive; / = not tested or not shown; & = joins results of further samples; [ ] = dose if it differs, or a comment. Unless noted, the call rests on the fitted dose curve; in most records, active means well fitted curve in the direction sought with a large enough effect; inconclusive means small, poorly fitted or top-dose-only effect, or another doubt; inactive means no such curve, though single readings can be large; an effect the other way counts as inactive or inconclusive. Not all compounds are listed. The share of hits here may be higher or lower than overall.

The line under a structure holds: POLK inh	APEX1 inh	Pol eta inh	BLM helicase inh	PGK inhibitor	POLB inh	RXFP1 antagonist	Anesthetic bind	POLI inh
Cn1c(=O)c2cn(Cc3ccc(Cl)cc3)cc2n(C)c1=O
    -8%	-2%	0%	-3%	3%	14%	1	-4%	96%[activator]
COc1ccc(CNC(=O)CSc2ncnc3nc[nH]c23)cc1
    -6%	0%	-13%	-3%	-1%	3%	-8	-14%	31%[activator]
COCCn1c(COc2ccc(Cl)cc2)nnc1SCC(N)=O
    -2%	-1%	2%	-1%	i	1%	-15	-2%	-6%[58.9 µM]
Cc1cc(C(=O)NC(C)C2CCCO2)no1 (stereo not drawn)
    4%	12%	-19%	0%	2%	33%	21	-16%	-2%
O=C(Cn1nnc(N2CCCC2)n1)N/N=C/c1ccc(Cl)cc1
    -1%	11%	-9%	-3%	-13%	32%	-11	?	-22%[58.9 µM]
C/C(=N\Nc1ccc(C)c(Cl)c1)c1cccnc1
    8%[60.1 µM]	58%[activator]	-17%	-1%	-4%	6%	3	?	?
c1ccc2c(c1)nnn2Cc1nnc2sc(-c3ccc4c(c3)OCCO4)nn12
    -3%	4%	-7%	3%	/	-14%	0	0%	-7%
Cc1cc(OCCCn2ccnc2)ccc1[N+](=O)[O-]
    6%	1%	-13%	0%	-1%	57%	-16	-1%	5%
Cc1ccc(NC(=O)C2CCC(CNC(=O)[C@@H]3Cc4ccccc4CN3)CC2)c(C)c1 (stereo partly drawn)
    -11%	-12%	-1%	-2%	1%	3%	4	-6%	7%
c1ccc(CNc2nc(N3CCN(Cc4ccccc4)CC3)nc3ccccc23)cc1
    -12%	-7%	-5%	-2%	-6%	?	-28	-1%	-13%
O=S(=O)(c1ccc(Br)cc1)N1CCCc2ccccc21
    -10%	32%	-4%	-5%	-2%	1%	-3	34%[activator]	74%[activator]
CC(C)NC(=O)C(c1ccccc1)N1Cc2ccccc2C1=O (stereo not drawn)
    -13%	/	5%	-2%	8%	8%	9	2%	13%
CC(=O)Nc1ccccc1NC(=O)c1ccc(C)c(C)c1
    4%	4%	-18%	-6%	1%	12%	-11	-4%	14%
O=C1NC(=S)N/C1=C/c1cccc([N+](=O)[O-])c1O
    -13%	-3%	?	-1%	-6%	-14%	3	-18%	6%
Cc1ccc(CNC(=O)COC(=O)C2CC2)cc1
    -10%	1%	-17%	/	-8%	/	8	/	20%
Cc1cc(NC(=O)COC(=O)Cn2[nH]c(=O)c3ccccc3c2=O)c([N+](=O)[O-])cc1C
    -12%	-10%	?	/	4%	/	-4	/	22%
CCOc1ccc(OCCC(=O)N(CCOC)c2c(N)n(Cc3ccccc3)c(=O)[nH]c2=O)cc1
    -10%	/	-23%	/	-9%	/	-1	/	50%[activator]
CS(=O)(=O)N1CCN(c2ccc([N+](=O)[O-])c(NCCN3CCOCC3)c2)CC1
    -10%	-3%	-2%	2%	i	0%	3	-21%	13%
Cc1cc(NC(=O)CSc2nnc(C(F)(F)F)n2C)no1
    1%	19%	-19%	/	-6%	/	4	/	10%
O=C(CN1C(=O)NC2(CCOc3ccccc32)C1=O)NCCc1ccccc1 (stereo not drawn)
    -12%	19%	-10%	/	-6%	/	1	/	16%
C=CCN(CC=C)c1cnn(-c2nc3ccccc3[nH]2)c(=O)c1Cl
    -1%	2%	1%	1%	-2%	0.22µM*	-14	-2%	14%
CC(NC(=O)NCC1CCCO1)(C(F)(F)F)C(F)(F)F (stereo not drawn)
    2%	-5%	-9%	1%	3%	-16%	11	3%	25%
CC(C)(C)OC(=O)C1C(=O)CC(C)(O)C(C(=O)OC(C)(C)C)C1c1ccco1 (stereo not drawn)
    -15%	-4%	-16%	-16%	-4%	32%	-15	-12%	4%
CCOc1ccc(-c2nc(=S)[nH][nH]2)cc1
    -17%	21%	-2%	-1%	-1%	11%	-11	-6%	-11%
O=C(CN1CCCCCC1)Nc1ccc(Cl)cn1
    -2%	-11%	-15%	3%	-7%	5%	-2	-12%	8%
Cc1ccc2c(C)c(C(=O)NCC(c3ccc(Cl)cc3)N3CCOCC3)oc2c1 (stereo not drawn)
    -9%	/	-20%	-11%	-3%	1%	?	-13%	11%
COc1ccc(C(=O)Nc2cc3c(cc2N2CCCC2)n(C)c(=O)c(=O)n3C)cc1OC
    -5%	/	-7%	-2%	-8%	-14%	-11	92%[activator]	12%
C=CCc1ccc(OCC(O)CN2CCN(c3ccccc3)CC2)c(OC)c1 (stereo not drawn)
    -5%	-17%	-24%	-5%	/	0%	-2	1%	-3%
Cn1c(=O)c2c(nc(SCC(=O)Nc3ccc(OC(F)(F)F)cc3)n2Cc2cccc(C(F)(F)F)c2)n(C)c1=O
    -14%	/	-11%	-7%	17%	4%	13	47%[activator]	-29%
Cc1coc2cc3oc(=O)c(CCC(=O)NCCCn4ccnc4)c(C)c3cc12
    21%	54%[activator]	-10%	-1%	i	4%	/	-4%	58%[activator]

Just Pol eta inh and Anesthetic bind, for some of the entries so far:
Compound,Pol eta inh,Anesthetic bind
O=C(CN1CCCCCC1)Nc1ccc(Cl)cn1,-15%,-12%
C=CCN(CC=C)c1cnn(-c2nc3ccccc3[nH]2)c(=O)c1Cl,1%,-2%

Other structures follow.
The line under a structure holds: POLK inh	APEX1 inh	Pol eta inh	BLM helicase inh	PGK inhibitor	POLB inh	RXFP1 antagonist	Anesthetic bind	POLI inh
Cc1c(CCOC(=O)c2ccc(Cl)cc2Cl)sc[n+]1CC(=O)c1ccccc1
    -6%	-9%	-24%	/	i	/	-39	/	12%
Nc1nc(SC2c3cccc4cccc(c34)C2NS(=O)(=O)c2ccccc2)n[nH]1 (stereo not drawn)
    -6%	2%	-23%	-2%	-6%	14%	15	7%	18%
N[C@H](C(=O)O)c1ccc(C(=O)O)cc1
    -2%&-11%[19.4 µM]	?	/	2%	/	/	/	2%	/
O=C(COC(=O)c1ccc(Cl)c(S(=O)(=O)N2CCCCC2)c1)NCc1ccco1
    ?	?	?	-11%	-5%	?	-5	-14%	?
Cc1nnsc1NC(=O)OCC(C)C
    -5%	7%	-6%	0%	7%	-1%	-7	-7%	-13%
Cc1ccc2nc(N3CCN(C(=O)c4ccco4)CC3)sc2c1
    1%	10%	-16%	/	i	/	6	/	66%[activator]
CCOCCc1nnc(NC(=O)C2CC(=O)N(CCc3ccc(F)cc3)C2)s1 (stereo not drawn)
    -13%	-19%	-1%	-1%	-3%	?	-6	3%	-4%
CCNC(=S)Nc1ccc(C)c(S(=O)(=O)Nc2ccccc2OC)c1
    -2%	-5%	-13%	-2%	-5%	0%	1	-12%	7%
Cc1ccc(-n2c(-c3cccnc3)n[nH]c2=S)c(C)c1
    -11%	1%	13%	-1%	-6%	1%	-31	-11%	0%
CC(C)c1ccc(C2C(C#N)=C(N)N3C(=C2C#N)Sc2ccccc23)cc1 (stereo not drawn)
    /	-1%	/	-9%	/	-1%	/	-22%	/
CN(c1cccc(NC(=O)CN(c2ccc(F)cc2)S(C)(=O)=O)c1)S(C)(=O)=O
    -10%	-2%	-1%	-4%	2%	-18%	2	-6%	126%[activator]
CC(C)[C@H](N)c1nnc(SCC(=O)c2ccc(Cl)cc2)o1
    2%	0%	-4%	-3%	-3%	-12%	-13	?	?
COc1cccc(N2CC(NC(=O)c3ccc4ccccc4c3)CC2=O)c1 (stereo not drawn)
    -5%	1%	-11%	/	-5%	/	-10	/	-7%
COc1ccc(-n2nnc3c(SCC(=O)Nc4ccccc4F)ncnc32)cc1
    -5%	-2%	-12%	0%	-11%	7%	-2	-3%	112%[activator]
CCCS(=O)(=O)c1nc(S(=O)(=O)c2ccc(C)cc2)c(N2CCc3ccccc3C2)s1
    -7%	3%	-10%	-8%	2%	?	4	3%	13%
CCCCSc1nc2sc3c(c2c(=O)n1-c1ccc(OC)cc1)CCN(C)C3
    7%	6%	-25%	-3%	i	-1%	-2	?	-9%
O=C(NCCc1ccccc1)c1n[nH]c2ccccc12
    2%	1%	2%	-7%	-8%	12%	21	?	5%
O=C(CN1C(=O)c2cccnc2Sc2ccccc21)Nc1cc(F)ccc1F
    -7%	/	-5%	-11%	4%	-11%	-7	-3%	9%
CCSc1nnnn1-c1ccccc1
    -22%	13%	-10%	-1%	-1%	13%	8	-21%	9%
COc1cccc(CN2CC(O)=C(c3nc(-c4ccc(Cl)cc4)cs3)C2=N)c1
    -7%	-5%	?	-8%	-11%	?	-7	-4%	-8%
CC(C)NC(=O)c1nn(C)c2c1CS(=O)(=O)c1ccccc1-2
    0%	/	-16%	3%	-6%	7%	-7	-5%	-7%
Brc1cccc(-c2cnco2)c1
    -4%	1%	-9%	-1%	i	1%	7	-15%	-26%
CCc1nn(CC(=O)NCCCN2CCOCC2)c(=O)c2cc3c(OC)cccc3n12
    10%	/	-14%	/	0%	/	0	/	3%
COc1ccc(CCNC(=O)COC(=O)CCC(=O)c2cccs2)cc1OC
    -2%	7%	-18%	/	-6%	/	2	/	35%[activator]
COc1ccc(C(C#N)(CC(=O)O)c2cnccn2)cc1OC (stereo not drawn)
    8%	45%[activator]	-6%	/	i	/	/	/	8%
Cc1ccc2nc(S(=O)(=O)O)[nH]c2c1
    -5%	-1%	-13%	-1%	i	23%	-13	-4%	?
N#Cc1c(N)c(C(=O)c2ccc(Br)cc2)n2c1CCC2
    -6%	3%	-11%	0%	6%	14%	-1	-10%	11%
O=C(CSCc1c(Cl)cccc1Cl)NN1C(=O)c2ccccc2C1=O
    -15%	-4%	-9%	1%	-7%	30%	-4	?	3%
CC1(C(=O)c2ccccc2)C2c3c(ccc4ccccc34)OC(=O)C21C(=O)N1CCOCC1 (stereo not drawn)
    -13%	-2%	-11%	-6%	-3%	-9%	-17	-14%	-18%
COc1cccc(CN(C)C(=O)c2ccc(NS(=O)(=O)c3ccc(F)cc3)cc2)c1OC
    -5%	43%	-16%	/	i	/	-3	/	5%

Screening data (PubChem BioAssay)
